TDP1 cell noCPT = qHTS for Inhibitors of human tyrosyl-DNA phosphodiesterase 1 (TDP1): qHTS in cells in absence of CPT; AID 686978, 2013; Potency, µM (series often up to 46.2 µM), without a hit: at the top dose activity change, negative = growth inhibition, most hits filed as inhibitors; DT40 Tdp1-/- hTDP1 cells, no CPT, ATP luminescence, 48 h; hit rate 15% among 420,000; note: nearly all actives have a fitted effect of over 55% in size
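Luminescent ATP content (CellTiter-Glo) served as the growth readout. Knockout chicken DT40 cells expressing human TDP1 were exposed to compounds without camptothecin for a minimum 48 hr at 37 °C.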
DT40 TDP1 CPT = DT40-hTDP1 cell growth loss with CPT. Potency, µM (highest dose often 46.2 µM), for the others: top-dose activity change, negative = growth inhibition, hits mostly inhibitors. hit rate 12% among 420,000. AID 686979. chicken DT40 Tdp1-/-;hTDP1 cells + 20 nM CPT, ATP luminescence, 48 h; note: nearly all actives have a fitted effect of over 55% in size
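Chicken DT40 Tdp1-/- cells stably complemented with human TDP1 were seeded at 400 cells/well in medium containing 20 nM camptothecin, exposed to pin-transferred compounds, and grown at 37 °C for at least 48 hr. Viability was read as ATP luminescence.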
TDP1 block = blocks human tyrosyl-DNA phosphodiesterase 1. hit rate 0.28% among 350,000. Potency, µM (doses to about 130 µM), for the others: at the top dose activity change, negative = inhibition, most hits filed as inhibitors. Q9NUW8. recombinant TDP1, AlphaScreen DNA substrate cleavage; note: nearly all actives have a fitted effect of over 40% in size
Target sequence (Q9NUW8 whole entry, looked up): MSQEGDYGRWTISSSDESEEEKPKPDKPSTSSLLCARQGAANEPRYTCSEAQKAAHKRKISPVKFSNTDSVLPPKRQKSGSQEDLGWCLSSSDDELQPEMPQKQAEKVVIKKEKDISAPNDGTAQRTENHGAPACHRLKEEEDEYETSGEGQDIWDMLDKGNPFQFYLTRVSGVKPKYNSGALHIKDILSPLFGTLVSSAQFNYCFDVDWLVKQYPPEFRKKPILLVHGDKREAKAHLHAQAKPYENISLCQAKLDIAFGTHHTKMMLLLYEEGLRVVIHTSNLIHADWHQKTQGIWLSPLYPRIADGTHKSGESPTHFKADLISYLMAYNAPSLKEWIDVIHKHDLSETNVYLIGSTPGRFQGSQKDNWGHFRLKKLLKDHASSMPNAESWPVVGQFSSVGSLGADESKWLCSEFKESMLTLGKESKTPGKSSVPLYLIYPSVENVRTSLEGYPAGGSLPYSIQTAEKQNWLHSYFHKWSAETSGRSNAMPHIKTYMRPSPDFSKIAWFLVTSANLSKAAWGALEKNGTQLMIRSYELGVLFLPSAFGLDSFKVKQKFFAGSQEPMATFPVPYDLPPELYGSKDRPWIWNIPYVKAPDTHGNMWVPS
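Here, a 5' biotin and 3' phosphotyrosine-FITC DNA oligonucleotide reports Tdp1 activity: intact substrate bridges AlphaScreen beads, while cleavage leaves a 3' phosphate and drops signal. All incubations at room temperature.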
* hit, by the source's call; ? = inconclusive; . = not tested or not shown; & = joins results of further samples; [ ] = another dose, or the depositor's remark. Calls come from the whole dose curve; as a rule, active = well fitted curve in the direction sought with a large enough effect; inconclusive = small, poorly fitted or top-dose-only effect, or another doubt; inactive = no such curve, though single readings can be large; an effect the other way counts as inactive or inconclusive. % is set by controls: 0 for no effect and ±100 for the full control effect; potency is the fitted concentration of half-maximal effect.

| structure | DT40 TDP1 CPT | TDP1 cell noCPT | TDP1 block |
| --- | --- | --- | --- |
| CCOC(=O)C1(CC2CCCCO2)CCN(Cc2nc3ccccc3nc2C)CC1 (centres undefined) | ? | ? | 7% |
| CCN1CCN(Cc2ccc(NC(=O)c3ccc(C)c(NC(=O)C[C@@H]4NC(=O)[C@H](Cc5ccccc5)NC4=O)c3)cc2C(F)(F)F)CC1 | 5%&-12% | 0%&-29% | 10% |
| O=c1[nH]c(SCc2ccc(OC(F)(F)F)cc2)nc2c1CCC2 | ? | ? | . |
| N=c1c(-c2nc3ccccc3[nH]2)cc(C(=O)c2cccs2)nn1-c1ccccc1 | 29µM* | 23µM* | 0% |
| O=C(N/N=C/c1ccccc1)c1cc(=O)[nH]c2ccccc12 | -1% | -4% | -3% |
| COc1ccc([C@H]2C[C@@H](O)[C@H](n3cc(C4CC4)nn3)CN2C(=O)C2CCCCC2)cc1 | -24% | ? | . |
| COCCCNc1nc2c(c(=O)n(Cc3ccc(OC)cc3)c(=O)n2C)n1C | -10% | 7% | . |
| C[C@H](NC(=O)[C@@H]1CCCN1C(=O)OC(C)(C)C)c1ccccc1 | 12% | 6% | . |
| Cc1cc(C)n2ncc(/C(N)=N/OC(=O)Nc3ccccc3)c2n1 | 1% | -17% | 3% |
| Cc1ccccc1NC(=O)CCC(=O)N/N=C/c1c[nH]c2ccccc12 | -6% | -15% | 5% |
| COc1ccc(S(=O)(=O)N2CCn3c2nc2ccccc23)cc1 | -16% | ? | 1% |
| Cc1ccc(NC(=O)NCc2ccc3c(c2)OCO3)cc1C | 5% | -23% | . |
| CN(C)CCNc1nc(-c2ccccc2CO)c2sccc2n1 | -27% | -3% | . |
| O=C(OCC#CCSc1nnc(-c2ccc(Br)cc2)o1)c1ccco1 | -9% | -4% | 0% |
| Cc1cc2c(c(=O)n1Cc1cccnc1)C(Cc1ccccc1)C(C#N)=C(N)O2 (centres undefined) | -20% | -17% | -5% |
| COc1ccc(NC(=O)c2cc(F)c(F)cc2Cl)cc1Cl | -15% | ? | 0% |
| COc1ccc(-n2ccnc(NCc3ccc(C)cc3)c2=O)cc1OC | -27% | ? | 11% |
| Cc1ccc(C(=O)N2CCCC(C(=O)Nc3cccc(-c4ccc(F)cc4)c3)C2)cn1 (centres undefined) | 16µM* | 8.2µM* | 6% |
| COc1cccc(-c2cc(NCc3ccccc3OC)ncn2)c1 | 4.1µM* | ? | . |
| Cc1cccc(OCCC(=O)OCC(=O)N2c3ccccc3NC(=O)C2(C)C)c1 | -8% | -7% | . |
| CC(=O)c1cc(Cl)ccc1OC(=O)c1ccco1 | 3% | -13% | 0% |
| Cc1cc(OCC(=O)NNC(=O)c2cccnc2)cc(C)c1Cl | ? | 11% | 2% |
| O=C(NC1CCCCC1)c1cc(N2C(=O)CCC2=O)ccc1Cl | 3% | 2% | 5%[0.0935 µM] |
| CSCC(=O)N1CCCC(N2CCN(c3cccc(C(F)(F)F)c3)CC2)C1 (centres undefined) | -28% | ? | 3% |
| COc1cccc(OCC(O)CN2CCN(CCO)CC2)c1 (centres undefined) | -13% | -8% | -2% |
| Cc1ccc(Nc2ccc(C(N)=O)cc2[N+](=O)[O-])cc1 | -2% | ? | 3% |
| Cc1cc(C)n(-c2ccc([N+](=O)[O-])cc2-c2nn[nH]n2)n1 | -8% | 8% | 3% |
| COC(=O)c1ccc(C2NC(=O)c3c(sc(C)c3C)N2)cc1 (centres undefined) | -2% | -13% | 4% |
| O=S(=O)(NC1CCCC1)c1cccc(-c2nnc(-c3ccccc3)o2)c1 | -17% | ? | 5% |
| O=C(Cn1c(=O)oc2ccccc21)N1CCCCC1 | -11% | -10% | -4% |

(listing goes on)
| structure | DT40 TDP1 CPT | TDP1 cell noCPT | TDP1 block |
| --- | --- | --- | --- |
| CN(C)CCNc1nc(-c2ccccc2)nnc1C(F)(F)F | -19% | 4% | -6% |
| COc1ccc(C)cc1NCc1ccc(OC)c(C)c1OC | ? | ? | . |
| COc1ccc(S(=O)(=O)NCc2cccnc2)cc1C(=O)NC1CCCCC1 | 5% | -18% | 2% |
| Cc1ccc(S(=O)(=O)N2CCN(C(=O)COC(=O)c3ccc(Cl)nc3)CC2)c(C)c1 | 0% | -28% | -1% |
| Cc1nc2c(C(=O)NCc3ccc(F)cc3)c[nH]n2c(=O)c1Cl | -6% | -6% | 7% |
| CCOC(=O)c1c(C)[nH]c(C)c1S(=O)(=O)N(C)CC(=O)N1CCN(c2cccc(Cl)c2)CC1 | ? | ? | 4% |
| CCC(=O)N(Cc1cc(=O)[nH]c2ccccc12)c1ccc(C)cc1C | -10% | 9% | . |
| CN(C(=O)COC(=O)c1nc(Cl)ccc1Cl)C1CCS(=O)(=O)C1 (centres undefined) | 5% | 9% | 0% |
| CCOc1ccc(-c2nnn(CC(=O)Nc3cc(OC)ccc3OC)n2)cc1OCC | -13% | -6% | 2% |
| CCCCNC(=S)N(Cc1c(C)noc1C)c1ccccc1 | 1% | -22% | -2% |
| O=C(CNC(=O)c1cccs1)NC1=NCCS1 | -17% | -29% | 8% |
| Cc1nn(C2CCS(=O)(=O)C2)c(Cl)c1/C=C/C(=O)OCC(N)=O (centres undefined) | 4% | 25% | 0% |
| CCc1[nH]c(=O)c(C#N)c2c1CSC(C)(C)C2 | -1% | -3% | -10% |
| CC(=O)NC1=NN(C(C)=O)C(c2ccco2)S1 (centres undefined) | 1% | -7% | . |
| O=c1[nH]n(-c2cccc3cccnc23)c(=O)c2ccccc12 | 0% | -6% | 8% |
| CCN(CC)S(=O)(=O)N1CCC(C(=O)NCc2ccco2)CC1 | -1% | -36% | 3% |
| Cc1ccc(C)c(N2N=C(C(=O)Nc3ccccc3N3CCCC3)CCC2=O)c1 | ? | 21µM* | 11% |
| NS(=O)(=O)c1cccc(NC(=O)CSc2nc3ccc(Cl)cc3[nH]2)c1 | 10% | ? | 8% |
| CCc1ccc2[nH]c(=O)c(CN(Cc3ccccc3)Cc3nnnn3Cc3ccco3)cc2c1 | ? | 16µM* | 8% |
| Cc1cccc(-c2cccc(NC(=O)C3CCCN(C(=O)c4ocnc4C)C3)c2)c1 (centres undefined) | 23µM* | 21µM* | 6%[56.1 µM] |
| CCOC(=O)c1c(C)[nH]c(C)c1C(=O)CN1C(=O)NC2(CCC(C)CC2)C1=O (centres undefined) | -25% | -23% | -5% |
| CC(=O)c1ccc(-c2ccc([C@H]3[C@H]4C=CC[C@@H](C)[C@@H]4C(=O)N3Cc3ccccc3)c(F)c2)cc1 | 13µM* | 13µM* | -5% |
| Cc1cc(C)nc(N(C#N)Cc2cccc3ccccc23)n1 | 2% | -23% | -9% |
| COC(=O)[C@H]1C[C@@H]1[C@H](NS(=O)(=O)c1ccccc1)c1ccccc1 | -8% | -16% | 5%&-6% |
| Cn1nc(N2CCN(S(=O)(=O)c3ccccc3)CC2)c(=O)n(C)c1=O | ? | ? | 0% |
| Cc1c(CCC(=O)NCC(=O)O)c(=O)oc2cc3occ(-c4ccccc4)c3cc12 | 0% | 16% | . |
| CCC(C(=O)n1cccc1C#N)c1ccccc1C (centres undefined) | 2% | -10% | -7% |
| COC(=O)c1ccc(NC(=O)COc2ccc(S(=O)(=O)N3CCCCC3)cc2)cc1 | -8% | -17% | 6% |
| CC(=O)Nc1ccc(N/C(=N\S(=O)(=O)c2ccccc2)c2ccccc2)cc1 | 4% | 4% | 2% |
| CCN1CCc2c(sc(NC(=O)c3ccc(S(=O)(=O)N4CCCCCC4)cc3)c2C(=O)NC)C1 | ? | ? | 5% |

Record cards (already shown). Screens in order: DT40 TDP1 CPT, TDP1 cell noCPT, TDP1 block
Cc1nn(C2CCS(=O)(=O)C2)c(Cl)c1/C=C/C(=O)OCC(N)=O (centres undefined) reads 4%, 25%, 0%
COc1ccc(-n2ccnc(NCc3ccc(C)cc3)c2=O)cc1OC reads -27%, ?, 11%
C[C@H](NC(=O)[C@@H]1CCCN1C(=O)OC(C)(C)C)c1ccccc1 reads 12%, 6%, .
CCN(CC)S(=O)(=O)N1CCC(C(=O)NCc2ccco2)CC1 reads -1%, -36%, 3%
CCOC(=O)C1(CC2CCCCO2)CCN(Cc2nc3ccccc3nc2C)CC1 (centres undefined) reads ?, ?, 7%

Next part.
| structure | DT40 TDP1 CPT | TDP1 cell noCPT | TDP1 block |
| --- | --- | --- | --- |
| C/C(=C(\CCOP(=O)(O)O)SC(=O)c1ccccc1)N(C=O)Cc1cnc(C)nc1N | -13%[21.1 µM] | -14%[21.1 µM] | . |
| O=C(CNCc1ccco1)Nc1cc(S(=O)(=O)N2CCOCC2)ccc1N1CCOCC1 | 3% | -9% | 4% |
| COc1ccc(S(=O)(=O)N(CC(=O)N2CCCC2)Cc2ccccc2)cc1 | ? | ? | 3% |
| CCOC(=O)C1CCN(C(=O)CN(c2cc(Cl)ccc2OC)S(=O)(=O)c2ccccc2)CC1 | ? | ? | 3% |
| C=C(C)C(=O)N1CC2(CC(c3cccc(NC(=O)CC)c3)=NO2)C[C@H]1C(N)=O (some centres undefined) | -12% | -5% | 2% |
| O=C(NCCc1c[nH]c2ccccc12)/C(=C/c1cccnc1)NC(=O)c1ccccc1 | 7% | -28% | 5% |
| CC(C)[C@H](NC(=O)OC(C)(C)C)c1cc(C(=O)NCCO)c(N)s1 | -22% | -7% | . |
| COC(=O)N/N=C\c1ccc(-c2cc(Cl)c(Cl)cc2Cl)o1 | ? | -19% | 1% |
| O=C(O)C1C2C=CC(C2)C1C(=O)Nc1ccc(Cl)c(Cl)c1 (centres undefined) | ? | ? | 3% |
| CCOC(=O)CNC(=O)N1CCCC(C(=O)c2cc(C)c(OC)c(C)c2)C1 (centres undefined) | -95% | -3% | . |
| CCC(=O)N1N=C(c2cccs2)CC1c1ccc(C)cc1 (centres undefined) | ? | ? | . |
| COc1ccc2oc(=O)c(-c3ccccc3C(=O)N3CCOCC3)cc2c1 | -1% | -7% | 0% |
| COc1cc2c(cc1OC)CN(CC(=O)Nc1ccc(C)cc1)CC2 | -29% | -23% | 3% |
| O=c1cc(CN2CCCC2)c2c(ccc3ccccc32)o1 | -3% | -4% | . |
| CCN(CC(=O)N1CCCCC1)S(=O)(=O)c1ccccc1 | -27% | 4% | 2% |
| Cc1nc(NCc2ccco2)c2cn[nH]c2n1 | -10% | ? | . |
| COc1ccc2cc(S(=O)(=O)N3CCCC(C)C3)ccc2c1 (centres undefined) | ? | 23µM* | -9% |
| COc1ccc(OCC(O)CNS(=O)(=O)c2cccs2)cc1 (centres undefined) | ? | -16% | . |
| COc1cc(OC)cc(C(=O)NC(=S)N(Cc2ccccc2)C(C)C)c1 | ? | ? | . |
| CC1CCCCN1c1nnc(NC(=O)c2cc(-c3ccc(Br)cc3)on2)s1 (centres undefined) | ? | ? | 7% |
| C[C@@H]1CN([C@@H](C)CO)C(=O)CCCn2nncc2CO[C@H]1CN(C)S(=O)(=O)c1ccccc1C#N | -9% | -20% | . |
| Cc1ccc(/C=N\NC(=O)CCc2n[nH]c(=O)[nH]c2=O)o1 | ? | ? | 2% |
| COc1ccc(NC(=O)CN(C)C(=O)Cc2ccsc2)cc1 | -13% | -2% | 1% |
| CC1CCCN(CCCNC(=O)c2ccc3c(c2)N(Cc2ccccc2F)C(=O)c2ccccc2S3(=O)=O)C1 (centres undefined) | 23µM* | 15µM* | 4%&6% |
| O=C(c1ccc(Cl)cc1)C1CCN(C(=O)N2CCOCC2)CC1 | 4% | -18% | -2% |
| CCOC(=O)c1[nH]c2c(c1-c1ccccc1)C(=O)CC(c1ccccc1)C2 (centres undefined) | -26% | ? | -3% |
| Cc1cccc(NC(=O)/C(C#N)=C/c2ccccc2O)n1 | -15% | 3% | . |
| COc1ccc(C(CNC(=O)COc2ccccc2OC)N2CCCCC2)cc1 (centres undefined) | -15% | ? | 3% |
| Cc1sc2nc(CSc3nc4ccccc4c(=O)n3CCCN3CCOCC3)[nH]c(=O)c2c1C | ? | ? | 5% |
| COc1cc(F)cc(-c2ccc3c(c2)c(C#Cc2ccsc2)c(-c2cc(OC)cc(OC)c2)n3C)c1 | ? | 15µM* | 1% |

Additional records follow:
| structure | DT40 TDP1 CPT | TDP1 cell noCPT | TDP1 block |
| --- | --- | --- | --- |
| C[C@@](N)(C(=O)O)c1ccc(S(=O)(=O)O)cc1 | 4% | 3% | -6%[56.1 µM] |
| CCCCCCc1cc2cc(-c3nnc(-c4ccccc4)o3)c(=O)oc2cc1O | 15µM* | 21µM* | 2% |
| CC1(C)NC(=O)N(CC(=O)N2CCCC(C(F)(F)F)C2)C1=O (centres undefined) | 1% | -14% | . |
| Cc1cc(C)c2c(SC(C)C)nc(N)nc2n1 | ? | 18µM* | . |

High-throughput results from PubChem.
